NSD2 block: NSD2 (human) methyltransferase inhibition | inhibition, % at 12.5 µM | O96028 | 44,000 compounds, 0.07% hits | NSD2-SET H3K36me1 DELFIA fluorescence, biochemical | AID 624260; in the data active = inhibition above about 54%, passing the limit was not always enough;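 note: inhibitors reduce the monomethyl H3K36 fluorescence signal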
An asterisk follows results filed as active.

item	SMILES	NSD2 block
1	C[C@@H]1CN([C@H](C)CO)C(=O)c2cccc(NC(=O)Nc3ccccc3)c2O[C@@H]1CN(C)C(=O)Nc1cccc2ccccc12	-4
2	C[C@H]1CN([C@@H](C)CO)C(=O)c2cccc(NC(=O)NC3CCCCC3)c2O[C@@H]1CN(C)C(=O)Nc1cccc2ccccc12	0
3	CC(=O)OCC(=O)[C@@]1(O)[C@H](C)C[C@H]2[C@@H]3CCC4=CC(=O)C=C[C@]4(C)[C@@]3(F)[C@@H](O)C[C@@]21C	-7
4	C[C@@H]1CN([C@H](C)CO)C(=O)Cc2cc(NC(=O)Cc3cn(C)c4ccccc34)ccc2O[C@@H]1CN(C)S(=O)(=O)c1ccc(F)cc1	1
5	Cc1ccc(-c2ccc3c(c2)O[C@@H](CN(C)S(C)(=O)=O)[C@@H](C)CN([C@H](C)CO)S3(=O)=O)cc1	-5
6	C[C@@H]1CCCCO[C@@H](CN(C)CC2CCCCC2)[C@@H](C)CN([C@H](C)CO)C(=O)c2cc(NC(=O)c3ccncc3)ccc2O1	-3
7	O=C(O)CCCc1ccccc1	1
8	C[C@H]1CN([C@@H](C)CO)C(=O)c2cccc(NC(=O)Nc3ccccc3)c2O[C@@H]1CN(C)S(=O)(=O)c1cn(C)cn1	0
9	COc1ccc(S(=O)(=O)N(C)C[C@@H]2Oc3c(NC(=O)Nc4cccc5ccccc45)cccc3C(=O)N([C@@H](C)CO)C[C@@H]2C)cc1	0
10	O=C(N[C@H]1C=C[C@H](CC(=O)N2CCC(Cc3ccccc3)CC2)O[C@H]1CO)c1cnccn1	7
11	C[C@@H]1CN([C@H](C)CO)C(=O)c2cc(-c3cccc(F)c3)cnc2O[C@H]1CN(C)C(=O)c1ccccn1	-4
12	Cc1noc(C)c1NC(=O)Nc1ccc2c(c1)CC(=O)N([C@@H](C)CO)C[C@@H](C)[C@H](CN(C)Cc1ccc(C(=O)Nc3ccccc3N)cc1)O2	-2

Some of the entries above, set out differently:
5: Cc1ccc(-c2ccc3c(c2)O[C@@H](CN(C)S(C)(=O)=O)[C@@H](C)CN([C@H](C)CO)S3(=O)=O)cc1
  NSD2 block = -5

6: C[C@@H]1CCCCO[C@@H](CN(C)CC2CCCCC2)[C@@H](C)CN([C@H](C)CO)C(=O)c2cc(NC(=O)c3ccncc3)ccc2O1
  NSD2 block = -3

7: O=C(O)CCCc1ccccc1
  NSD2 block = 1

3 of these compounds in another layout:
5) Cc1ccc(-c2ccc3c(c2)O[C@@H](CN(C)S(C)(=O)=O)[C@@H](C)CN([C@H](C)CO)S3(=O)=O)cc1
  NSD2 block: -5
6) C[C@@H]1CCCCO[C@@H](CN(C)CC2CCCCC2)[C@@H](C)CN([C@H](C)CO)C(=O)c2cc(NC(=O)c3ccncc3)ccc2O1
  NSD2 block: -3
7) O=C(O)CCCc1ccccc1
  NSD2 block: 1

Following part.
item	SMILES	NSD2 block
13	C[C@@H]1CN([C@@H](C)CO)C(=O)c2cccc(NS(=O)(=O)c3ccccc3)c2O[C@@H]1CN(C)C(=O)Nc1cccc2ccccc12	0
14	COC(=O)c1sccc1S(=O)(=O)Nc1ccc(-c2cn3c(n2)SCC3)cc1	0
15	C[C@H](CO)N1C[C@H](C)[C@H](CN(C)C(=O)c2cccc(F)c2)Oc2cc(-c3cncnc3)ccc2S1(=O)=O	8
16	CC(C)CC#Cc1cnc2c(c1)C(=O)N([C@H](C)CO)C[C@@H](C)[C@@H](CN(C)Cc1ccccc1F)O2	2
17	C[C@@H]1CCCCO[C@H](CN(C)S(=O)(=O)c2ccc(Cl)cc2)[C@H](C)CN([C@H](C)CO)C(=O)c2cc(N(C)C)ccc2O1	1
18	C[C@H]1CN([C@@H](C)CO)C(=O)c2cc(-c3ccncc3)cnc2O[C@@H]1CN(C)C(=O)Nc1ccc2c(c1)OCO2	-1
19	C[C@H]1CN([C@@H](C)CO)C(=O)Cc2cc(NC(=O)CCCCCC(=O)Nc3ccccc3N)ccc2O[C@H]1CN(C)C(=O)NC1CCCCC1	2
20	C[C@@H]1CN([C@H](C)CO)C(=O)c2cc(C3=CCCCC3)cnc2O[C@@H]1CN(C)Cc1ccccc1C(=O)O	-7
21	C[C@@H]1CCCCO[C@@H](CN(C)C(=O)C2CCCCC2)[C@@H](C)CN([C@@H](C)CO)C(=O)c2cc(NC(=O)C3CCCCC3)ccc2O1	-1
22	O=C(N/N=C/c1ccc(Oc2ccccc2)cc1)c1ccccc1O	1
23	Cc1ccc(S(=O)(=O)N(C)C[C@H]2OCCCC[C@@H](C)Oc3ccc(NC(=O)Nc4c(C)noc4C)cc3C(=O)N([C@@H](C)CO)C[C@H]2C)cc1	-4
24	COc1ccc(S(=O)(=O)Nc2ccc3c(c2)C(=O)N([C@@H](C)CO)C[C@H](C)[C@H](CN(C)S(=O)(=O)c2cccs2)O3)cc1	6

(continued)
item	SMILES	NSD2 block
25	C[C@H]1CN([C@@H](C)CO)C(=O)c2cc(NC(=O)c3ccncc3)ccc2O[C@@H]1CN(C)Cc1ccc(-c2ccccc2)cc1	3
26	C[C@H](CO)N1C[C@H](C)[C@@H](CN(C)C(=O)Nc2ccc3c(c2)OCO3)Oc2cc(C3=CCCC3)ccc2S1(=O)=O	-2
27	O=C(N/N=C/c1cc(Br)c(O)c(Br)c1)c1ccccn1	2
28	C[C@@H]1CN([C@@H](C)CO)C(=O)c2cc(-c3cccc(C#N)c3)cnc2O[C@H]1CN(C)C(=O)C1CCCCC1	5
29	C[C@@H]1CN([C@H](C)CO)C(=O)c2cc(Br)cnc2O[C@H]1CN(C)C(=O)NC1CCCC1	-7
30	C[C@@H]1CN([C@@H](C)CO)C(=O)c2cc(NC(=O)CCCN(C)C)ccc2O[C@H]1CN(C)C(=O)Nc1ccc2c(c1)OCO2	7
31	N=C(N)c1ccc(N2CCN(C3CCN(CC(=O)O)CC3)CC2)cc1	-2
32	C[C@@H]1CN([C@H](C)CO)S(=O)(=O)c2ccc(C#CC3CC3)cc2O[C@H]1CN(C)Cc1ccccn1	-3
33	COc1ccccc1-c1ccc2c(c1)O[C@@H](CN(C)C(=O)c1cccnc1)[C@H](C)CN([C@@H](C)CO)S2(=O)=O	-5
34	COc1cccc(S(=O)(=O)N(C)C[C@H]2Oc3cc(C4=CCCC4)ccc3S(=O)(=O)N([C@@H](C)CO)C[C@H]2C)c1	2
35	CN(CCc1ccccn1)S(=O)(=O)c1ccc2c3c(cccc13)C(=O)N2	-2
36	C[C@H](CO)N1C[C@H](C)[C@H](CN(C)C(=O)NC2CCCCC2)Oc2c(NC(=O)c3ccc(-c4nccs4)cc3)cccc2C1=O	1

Following part.
item	SMILES	NSD2 block
37	CNC[C@H]1Oc2cc(-c3cccnc3)ccc2S(=O)(=O)N([C@@H](C)CO)C[C@H]1C	16
38	COc1ccc(S(=O)(=O)N2CCN(Cc3ccc(OCCO)cc3)CC2)cc1	10
39	COc1ccc(-c2cnc3c(c2)C(=O)N([C@H](C)CO)C[C@H](C)[C@H](CN(C)C(=O)NC(C)C)O3)cc1	5
40	C[C@H](CO)N1C[C@H](C)[C@H](CN(C)S(=O)(=O)c2cccs2)Oc2ccc(NC(=O)Nc3cccc4ccccc34)cc2C1=O	-1
41	CNC[C@H]1Oc2ncc(-c3ccc(C)cc3)cc2C(=O)N([C@H](C)CO)C[C@H]1C	2
42	Cc1noc(C)c1NC(=O)Nc1ccc2c(c1)CC(=O)N([C@@H](C)CO)C[C@@H](C)[C@H](CN(C)C)O2	44
43	C=CC[C@@H](OC(=O)Nc1ccc(SC)cc1)c1ccc(OCCO)cc1	-1
44	Oc1ccc([C@H]2Oc3cc(O)cc(O)c3C[C@H]2O)cc1	2
45	CCCN(C)C[C@H]1Oc2cc(C#CC3CCCCC3)ccc2S(=O)(=O)N([C@@H](C)CO)C[C@@H]1C	-11
46	Cc1ccc(O)c(NC(=O)c2nc3ncccn3n2)c1	2
47	C[C@H]1CN([C@@H](C)CO)C(=O)c2cc(/C=C/c3ccccc3)cnc2O[C@H]1CN(C)C(=O)c1cccnc1	1
48	Cc1cc(C(=O)Nc2cccc3c2O[C@H](CN(C)Cc2ccc4c(c2)OCO4)[C@H](C)CN([C@@H](C)CO)C3=O)n(C)n1	-14

(next part)
item	SMILES	NSD2 block
49	COc1ccc(-c2cnc3c(c2)C(=O)N([C@H](C)CO)C[C@H](C)[C@H](CN(C)C(=O)C2CCOCC2)O3)cc1	-3
50	C[C@@H]1CCCCO[C@H](CN(C)C(=O)C2CCCCC2)[C@H](C)CN([C@@H](C)CO)C(=O)c2cc(NC(=O)C3CCCCC3)ccc2O1	-1
51	Cc1noc(C)c1S(=O)(=O)Nc1ccc2c(c1)C(=O)N([C@H](C)CO)C[C@@H](C)[C@@H](CN(C)S(=O)(=O)c1ccccc1)OCCCC[C@H](C)O2	5
52	CC(C)NC(=O)N(C)C[C@@H]1Oc2ccc(NC(=O)C3CC3)cc2CC(=O)N([C@H](C)CO)C[C@H]1C	-4
53	COc1ccc(S(=O)(=O)Nc2cccc3c2O[C@@H](CN(C)C(=O)Nc2ccc4c(c2)OCO4)[C@H](C)CN([C@H](C)CO)C3=O)cc1	2
54	O=C(NCc1nc2ccccc2[nH]1)C1=C[C@@H](C2CC2)C[C@@H](OCc2ccc(CO)cc2)O1	0
55	COc1ccc(S(=O)(=O)Nc2ccc3c(c2)C(=O)N([C@@H](C)CO)C[C@@H](C)[C@@H](CN(C)S(C)(=O)=O)O3)cc1	1
56	COCC#Cc1ccc2c(c1)O[C@@H](CN(C)Cc1ccccc1F)[C@H](C)CN([C@H](C)CO)S2(=O)=O	10
57	C[C@@H]1CN([C@H](C)CO)C(=O)c2cc(NS(C)(=O)=O)ccc2O[C@@H](C)CCCCO[C@@H]1CN(C)Cc1ccccc1	1
58	C[C@@H]1CN([C@H](C)CO)C(=O)c2cccc(NS(=O)(=O)c3ccc(F)cc3)c2O[C@@H]1CN(C)Cc1ccncc1	3
59	CN(C)CC(=O)Nc1ccc2c(c1)[C@@H]1C[C@H](CC(=O)N3CCOCC3)O[C@H](CO)[C@@H]1O2	2
60	Cc1ccc(S(=O)(=O)N(C)C[C@H]2Oc3ccc(NC(=O)Nc4c(C)noc4C)cc3CC(=O)N([C@H](C)CO)C[C@@H]2C)cc1	-4

Remaining list, next part:
item	SMILES	NSD2 block
61	C[C@H]1CN([C@@H](C)CO)C(=O)c2cc(NC(=O)CCCN(C)C)ccc2O[C@H]1CN(C)Cc1ccc(-c2ccccc2)cc1	12
62	CN1CCN(C(=O)C2=C[C@H](c3ccccc3)C[C@H](OCCCCO)O2)CC1	-2
63	COC(=O)[C@@H](N)CSC/C=C(\C)CC/C=C(\C)CCC=C(C)C	25
64	COc1ccc(C#Cc2ccc3c(c2)O[C@@H](CN(C)C(C)=O)[C@H](C)CN([C@H](C)CO)S3(=O)=O)cc1	8
65	CNC[C@H]1Oc2cc(C#Cc3ccccn3)ccc2S(=O)(=O)N([C@H](C)CO)C[C@H]1C	4
66	O=C(NC1CC1)[C@@H]1c2ccccc2C(=O)N(CC23CC4CC(CC(C4)C2)C3)[C@H]1c1ccc(CO)cc1	-1
67	C[C@H]1CN([C@@H](C)CO)C(=O)c2cccc(NC(=O)Nc3ccccc3)c2O[C@H]1CN(C)C	4
68	C[C@H](CO)N1C[C@H](C)[C@@H](CN(C)C)Oc2ncc(C#Cc3cccnc3)cc2C1=O	-2
69	C[C@@H]1CN([C@H](C)CO)C(=O)c2cc(-c3cccnc3)cnc2O[C@@H]1CN(C)C(=O)c1cccc(F)c1	0
70	C[C@H]1CN([C@@H](C)CO)C(=O)c2c(c3ccccc3n2C)-c2ccccc2CO[C@H]1CN(C)C(=O)CCN(C)C	1
71	Cc1noc(C)c1NC(=O)Nc1ccc2c(c1)C(=O)N([C@@H](C)CO)C[C@@H](C)[C@@H](CN(C)S(=O)(=O)c1ccc(Cl)cc1)OCCCC[C@@H](C)O2	-2
72	C[C@@H]1CN([C@H](C)CO)C(=O)c2cc(-c3cncnc3)cnc2O[C@H]1CN(C)C(=O)c1cccc(F)c1	-11

Next part
item	SMILES	NSD2 block
73	C[C@@H]1CN([C@H](C)CO)C(=O)c2cccc(NC(=O)c3nc4ccccc4s3)c2O[C@H]1CN(C)S(=O)(=O)c1ccc(Cl)cc1	6
74	C[C@@H]1CCCCO[C@@H](CN(C)Cc2ccccc2)[C@H](C)CN([C@H](C)CO)C(=O)c2cc(NS(C)(=O)=O)ccc2O1	3
75	C/C=C/c1cnc2c(c1)C(=O)N([C@@H](C)CO)C[C@@H](C)[C@@H](CN(C)Cc1ccccc1)O2	19
76	C[C@H](CO)N1C[C@H](C)[C@H](CN(C)C(=O)NC2CCCCC2)Oc2ccc(NC(=O)Cc3cn(C)c4ccccc34)cc2CC1=O	1
77	Cc1noc(C)c1NC(=O)N(C)C[C@H]1Oc2ccc(NC(=O)CCN3CCOCC3)cc2CC(=O)N([C@H](C)CO)C[C@H]1C	2
78	C[C@@H]1CN([C@@H](C)CO)C(=O)c2ccccc2-c2ccccc2CO[C@@H]1CN(C)S(=O)(=O)c1cccc(F)c1	4
79	C[C@@H]1CN([C@@H](C)CO)C(=O)c2cc(NS(=O)(=O)c3cccs3)ccc2O[C@@H](C)CCCCO[C@@H]1CN(C)C(=O)CCCN(C)C	5
80	CC(C)NC(=O)N(C)C[C@@H]1Oc2ccc(NS(=O)(=O)c3ccc(F)cc3)cc2CC(=O)N([C@H](C)CO)C[C@H]1C	3
81	C[C@H](CO)N1C[C@H](C)[C@@H](CN(C)C(=O)C2CC2)Oc2cc(Br)ccc2S1(=O)=O	-16
82	C[C@H](CO)N1C[C@H](C)[C@@H](CN(C)S(=O)(=O)c2ccc(Oc3ccccc3)nc2)OCc2cn(nn2)CCCC1=O	5
83	CC(C)CC#Cc1ccc2c(c1)O[C@H](CN(C)C(=O)Cc1ccccc1)[C@H](C)CN([C@@H](C)CO)S2(=O)=O	0
84	O=C(C1=C[C@H](c2ccc(C(F)(F)F)cc2)C[C@H](OCCCCO)O1)N1CCCCCCC1	-3
85	O=C(C[C@@H]1C=C[C@H](NC(=O)CCN2CCCCC2)[C@@H](CO)O1)Nc1ccc(-c2ccccc2)cc1	3

Assay outcomes: PubChem, Broad Institute

Some of the compounds tested; count on the stated rates, not on these rows.
